FBA Mtb inh: Mtb FBA enzyme inhibitors, primary screen, biochemical, fluorescence, strain H37Rv; Fructose-bisphosphate aldolase (Mycobacterium tuberculosis (strain ATCC 25618 / H37Rv)), …; purified M. tuberculosis FBA, fluorescence read-out; inhibition, % at 1 µM; 2.3% of 360,000 active; AID 588726, 2011; in the data active = inhibition above about 27%;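 also: 0% = vehicle and 100% = reference inhibitor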
DUSP3 inh: VHR1 phosphatase inhibitors, primary screen, biochemical, absorbance, uHTS | AID 1654, 2009 | inhibition, % at 13.3 µM | 0.52% of 290,000 active | Dual specificity protein phosphatase 3 (Homo sapiens), P51452 | recombinant VHR phosphatase, pNPP absorbance; in the data active = inhibition above about 50%; also: some compounds called inactive have numbers as strong as hits
Target sequence (P51452 whole entry, looked up): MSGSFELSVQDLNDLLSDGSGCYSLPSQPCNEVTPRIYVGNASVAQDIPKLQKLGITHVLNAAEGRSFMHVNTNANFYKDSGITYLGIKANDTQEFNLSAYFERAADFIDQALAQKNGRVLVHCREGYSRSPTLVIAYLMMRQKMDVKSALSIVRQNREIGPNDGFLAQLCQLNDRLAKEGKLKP
MazF activator: activators of E. coli MazEF toxin-antitoxin RNase, primary screen, biochemical, fluorescence, uHTS | Endoribonuclease toxin MazF (Escherichia coli (strain K12)), P0AE70 | FAM/BHQ RNA-DNA oligo cleavage fluorescence, 5 h | activation, % at 20 µM | 0.32% of 350,000 active | AID 504720, 2011; in the data active = activation above about 50%
Target sequence (P0AE70 whole entry, looked up): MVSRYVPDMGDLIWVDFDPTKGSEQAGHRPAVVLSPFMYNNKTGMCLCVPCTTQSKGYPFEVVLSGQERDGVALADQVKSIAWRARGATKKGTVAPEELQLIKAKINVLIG
BoNT F protease: BoNT/F light chain protease inhibitors, primary screen, biochemical, flow cytometry, MLPCN library; Botulinum neurotoxin type F light chain protease (Clostridium botulinum); inhibition, % at 10 µM; Multiplex microsphere protease cleavage assay; AID 588497, 2011; 0.22% of 360,000 active; in the data active = inhibition above about 35%, passing the limit was not always enough; inconclusive = no clear call, values can overlap the other calls; also: plate controls were buffer without enzyme for full effect and enzyme alone for no effect
FadD28 FP inh: inhibitors of FadD28 bisubstrate probe binding, primary screen, biochemical, fluorescence polarization, single point | AID 588549, 2011 | 0.22% of 360,000 active | inhibition, % at 12.5 µM; in the data active = inhibition above about 8.5%, passing the limit was not always enough; inconclusive = no clear call, values can overlap the other calls
GDH-TPI inh: GDH-TPI coupling enzyme inhibitors, primary screen, artefact control for M. tuberculosis FBA inhibitor project, biochemical, absorbance, full deck | GDH-TPI coupled enzyme counterscreen, NADH absorbance | inhibition, % at 4.8 µM | 1.2% of 360,000 active;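 also: 0% = DMSO wells and 100% = wells lacking the enzyme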
Rv3671c protease: Rv3671c serine protease inhibitors, primary screen, biochemical, fluorescence polarization, M. tuberculosis H37Rv; 0.048% of 320,000 active; inhibition, % at 5.96 µM; P9WHR9; in the data active = inhibition above about 38%;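 also: extracellular domain of Rv3671c used as enzyme; 0% = enzyme with DMSO and 100% = no enzyme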
Target sequence (P9WHR9 whole entry, looked up, the tested form may be a part): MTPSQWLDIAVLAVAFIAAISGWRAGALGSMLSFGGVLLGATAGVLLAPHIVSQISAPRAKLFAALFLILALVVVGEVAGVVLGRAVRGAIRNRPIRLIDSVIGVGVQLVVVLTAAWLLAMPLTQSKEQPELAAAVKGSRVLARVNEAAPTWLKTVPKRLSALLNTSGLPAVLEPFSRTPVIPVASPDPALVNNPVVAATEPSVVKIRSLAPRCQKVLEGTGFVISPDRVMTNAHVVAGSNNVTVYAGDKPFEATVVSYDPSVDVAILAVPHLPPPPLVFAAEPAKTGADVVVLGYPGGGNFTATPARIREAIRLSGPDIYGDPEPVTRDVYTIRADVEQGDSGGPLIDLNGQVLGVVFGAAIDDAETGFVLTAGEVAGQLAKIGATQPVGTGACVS
BioA inh: M. tuberculosis BioA enzyme inhibitors, primary screen, biochemical, plate reader, single point, HTS. 7,8-diaminopelargonic acid synthase BioA (Mycobacterium tuberculosis). purified M. tuberculosis BioA enzyme. inhibition, % at 9.99 µM. 0.096% of 360,000 active. AID 602481, 2012; in the data active = inhibition above about 40%; inconclusive = no clear call, values can overlap the other calls
Mtb UGM inh: M. tuberculosis UGM enzyme inhibitors, primary screen, biochemical, fluorescence polarization, single point; inhibition, % at 10 µM; 0.06% of 320,000 active; purified UGM, fluorescence polarization probe displacement; in the data active = inhibition above about 10%, passing the limit was not always enough; inconclusive = no clear call, values can overlap the other calls
CCHFV vOTU inh: CCHFV vOTU protease inhibitors, primary screen, biochemical, Pep-AMC substrate, fluorescence; inhibition, % at 11.5 µM; 0.55% of 370,000 active; Crimean-Congo hemorrhagic fever virus L polyprotein viral ovarian tumor (vOTU) protease …; also: 0% = vehicle wells with enzyme and 100% = no enzyme wells
The depositor's hits bear a star; ? = inconclusive; nt = not tested or not shown; + = active, no number. Rule as the data show it, unless noted: active = inhibition above about 30%; inactive = the rest. No enrichment for hits; overall some 4.9% were active at least once.

SMILES	FBA Mtb inh	DUSP3 inh	MazF activator	BoNT F protease	FadD28 FP inh	GDH-TPI inh	Rv3671c protease	BioA inh	Mtb UGM inh	CCHFV vOTU inh
Fc1ccccc1CSc1nnc(-c2cccnc2)o1	0	23	1	4	-0.8	-4	-10	nt	1.1	5
CCN(CC)C(=O)Cn1cc(C(=O)C(=O)N2CCN(C)CC2)c2ccccc21	0	6	7	3	1.1	14	0	0.1	-0.9	-6
COc1ccccc1C(=O)NCCC(=O)NC(C)c1ccc(-n2ccnc2)cc1 (stereo not drawn)	7	nt	0	-1	0.3	12	-2	nt	2.5	1
Cc1cc(C)c(C#N)c(SCc2ccc(C(=O)O)cc2)n1	0	20	-16	?	-15	3	-8	-0.3	-0.4	-3
Cc1cccc(N2CCN(C(=O)c3c(C)nn(Cc4ccccc4Cl)c3C)CC2)c1C	0	8	2	4	-4.5	-7	-3	nt	-1.4	12
O=S(=O)(Nc1cccc(Oc2cnccn2)c1)c1ccc(F)cc1	0	8	-1	-1	-0.2	-3	1	-0.8	-0.2	-6
Cc1ccc(NC(=O)Nc2cc(S(C)(=O)=O)ccc2Cl)cc1	2	-18	-1	3	-6.2	2	-5	-0.6	0.3	-5
Sc1oc(-c2ccccc2)cc1C=Nc1ccccc1	0	-18	-2	-9	0.8	17	1	-1.2	-0.5	5
Cc1c(NC(=O)CN2C(=O)NC(CCc3ccccc3)C2=O)c(=O)n(-c2ccccc2)n1C (stereo not drawn)	-1	24	1	-5	-1.4	3	0	-2.3	-0.3	-14
CC(C)CC(N)c1csc(NC(=O)Nc2ccccc2C(C)(C)C)n1 (stereo not drawn)	-1	nt	nt	-9	-4.8	-10	nt	-1.5	nt	3
CCCCCC(=O)c1ccc(O)cc1O	1	-4	4	1	-0.8	23	2	nt	0.3	8
Fc1ccc(C2CC(c3cccs3)=NN2c2ccccc2)cc1 (stereo not drawn)	107*	7	8	-2	0.0	2	nt	nt	nt	20
CCCCN(C(=O)c1ccc(N2CCCC2=O)cc1)c1c(N)n(Cc2ccccc2)c(=O)[nH]c1=O	-1	nt	-1	2	-1.0	0	-6	-0.7	2.9	2
CCCCC(=O)N1CC(=O)Nc2ccc(F)cc2C1c1ccccc1 (stereo not drawn)	-1	nt	7	-5	-0.7	2	2	2.1	-1.4	8
CS(=O)(=O)Cc1ccc(C(=O)NC2CCCc3ccccc32)cc1 (stereo not drawn)	-1	10	6	1	nt	0	5	0.5	-0.5	-17
COc1ccccc1-c1ccc2c(c1)C(C)(Cc1ccc(OC(F)(F)F)cc1)C(=O)N2 (stereo not drawn)	-6	nt	nt	0	-2.3	2	nt	-2.7	nt	6
N#Cc1c(-c2ccccc2Cl)cc(C2CC2)nc1N	2	34	-2	12	-4.9	12	-1	-1.0	3.1	2
O=C(CCN1C(=O)c2cccc3cccc(c23)C1=O)NCC1CCCO1 (stereo not drawn)	34*	-1	4	1	0.6	25	17	0.4	-3.3	-18
Cn1c(Cl)c(/C=N/OC(=O)c2ccc(Cl)cc2)c2ccccc21	2	31	-8	13	-2.8	-3	10	-0.4	3.4	9
Cc1ccc(C(=O)C2=C(O)C(=O)N(CCCN3CCOCC3)C23C(=O)N(C)c2ccccc23)o1 (stereo not drawn)	-1	15	-5	-3	-2.0	-1	-6	0.2	-0.3	29
O=C(NN=C1C2CC3CC1CC(Cl)(C3)C2)c1cccs1	-2	-3	6	0	-3.0	-1	3	nt	-3.0	7
COc1ccc(OC)c2nc(-c3cccnc3)ccc12	5	-6	-1	-12	-0.5	5	-2	12	-1.2	10
CC(=O)Nc1ccccc1NS(=O)(=O)c1ccccc1[N+](=O)[O-]	2	11	-6	-2	0.3	2	3	nt	-0.2	4
Cn1nc(-c2ccccc2)c(-c2nc(-c3cccc(Cl)c3)no2)c1Cl	2	20	-5	-8	0.2	1	-6	-5.7	-0.1	11
CC(=O)c1ccc(-c2ccc(C(=O)N3CCC(C(N)=O)CC3)o2)cc1	118*	nt	6	-4	0.2	30	-4	3.6	4.9	-126
More results
SMILES	FBA Mtb inh	DUSP3 inh	MazF activator	BoNT F protease	FadD28 FP inh	GDH-TPI inh	Rv3671c protease	BioA inh	Mtb UGM inh	CCHFV vOTU inh
COC(=O)c1cc(OC)c(OC)cc1NC(=S)N1CCCC(CO)C1 (stereo not drawn)	2	-25	-11	1	-0.8	8	4	-0.6	-2.0	-8
COc1ccc(C2Nc3ccc4ccccc4c3-c3c2c(=O)oc2ccccc32)cc1 (stereo not drawn)	7	-4	nt	-2	-1.6	2	-10	-1.9	-1.1	7
Nc1nc(NCc2ccccc2)nc(NCCO)c1[N+](=O)[O-]	-5	39	-1	nt	0.1	32*	-1	2.5	-1.5	18
COCc1cc(C)nc(Nc2ccc(C)c(C)c2)c1C#N	3	26	-2	12	-3.5	14	-2	nt	-1.6	-5
O=C(CCCCn1c(=S)[nH]c2ccsc2c1=O)NCc1ccc2c(c1)OCO2	-1	1	-2	-10	4.9	15	6	2.2	nt	-8
CCN(CC)c1ccc(N/C(N)=N/c2nc(C(F)(F)F)cc(=O)[nH]2)cc1	0	10	15	-6	0.5	-7	-2	-1.8	1.6	1
COCOc1ccc(C=O)c(O)c1	-1	nt	-24	-10	-3.5	9	4	-0.5	-1.2	-2
CCOc1ccccc1-c1nc2c([nH]1)c(=O)n(C)c(=O)n2C	39*	5	9	4	-3.7	17	-3	-0.4	2.1	-6
Cc1c(Cl)cccc1NC(=O)CNC(=O)C1CC(=O)N(CCc2ccccc2)C1 (stereo not drawn)	2	nt	3	nt	-0.3	-8	0	-0.8	-0.1	-2
Cc1ccc(NC(=O)c2cc(N(C)C)ccc2[P+](=O)O)cc1	5	-4	-1	-4	-3.9	8	-4	0.3	-1.5	-4
Cc1cc(=O)n2nc(N3CCC(C(=O)N4CCN(c5ccccc5)CC4)CC3)sc2n1	3	-4	4	1	1.3	12	3	0.0	0.2	5
COc1cc(NC(=O)C2CC(=O)NC3=C2C(=O)CCC3)c(OC)cc1Cl (stereo not drawn)	1	37	0	-4	-0.2	5	7	-1.3	-1.8	-1
O=C(Nc1cc2c3c(c1)CC(=O)N3CCC2)C1CC1	-3	nt	5	-13	-2.2	-1	5	3.8	2.8	5
CCOC(=O)/C=C/C(=O)NNC(=O)c1ccccc1Cl	-1	28	1	0	-0.1	12	-2	nt	1.1	-1
COc1ccc(COC(=O)N/N=C(\C)CC(=O)NCc2ccc(Cl)cc2)cc1	2	20	7	5	-4.1	1	-2	nt	0.3	13
O=C(COC(=O)/C=C/c1ccccc1[N+](=O)[O-])Nc1ccc(OC(F)F)cc1	-2	6	5	0	0.2	12	-2	-1.5	0.1	11
O=C(COC(=O)c1cc(S(=O)(=O)N2CCCCC2)ccc1N1CCOCC1)c1ccc(F)cc1	1	nt	2	-8	-2.0	-6	-1	nt	0.3	4
Cc1ccc(C)c(OCC(=O)NCCN(C)C)c1	3	18	5	-2	-0.1	5	-2	-1.1	0.0	1
CC(C)(c1ccccc1)c1ccc(OCC(O)CN2CCCC2)cc1 (stereo not drawn)	2	9	19	-38	-2.2	-16	6	0.7	0.3	0
O=C(NC1CC1)C1CCN(C2CCN(C(=O)/C=C/c3cccs3)CC2)CC1	0	11	-2	-5	-3.4	19	12	nt	0.2	10
CCCCN(CC)CCCNC(=O)c1cc2cc3ccc(OC)cc3nc2o1	+	3	2	-8	-6.0	36*	-1	-0.6	-0.5	-256
Nc1c(C(=O)Nc2ccc3c(c2)OCCO3)nnn1Cc1cccc(F)c1	-1	nt	9	-7	-4.6	1	-3	-0.5	-1.2	6
Cc1ccc(S(=O)(=O)N2CCN(CC(=O)N/N=C/c3ccco3)CC2)cc1	0	-5	5	-1	-2.7	1	1	nt	2.2	9
COCCCN(C(=S)Nc1c(C)cc(C)cc1C)C(C)c1ccccn1 (stereo not drawn)	-3	34	-4	2	-4.3	7	-2	nt	1.4	2
COc1cc(NC(=O)C2CC(c3cccc(OC)c3OC)=NO2)cc(OC)c1OC (stereo not drawn)	-3	-12	0	2	0.0	-11	-3	nt	4.7	-11
The results go on.
SMILES	FBA Mtb inh	DUSP3 inh	MazF activator	BoNT F protease	FadD28 FP inh	GDH-TPI inh	Rv3671c protease	BioA inh	Mtb UGM inh	CCHFV vOTU inh
CC(=O)c1ccc(NC(=O)COC(=O)c2ccc(F)cc2F)cc1	-3	7	8	4	-2.4	-13	-1	0.9	1.8	-1
Cn1c(N)c(C(=O)COC(=O)c2cncc(Br)c2)c(=O)n(C)c1=O	6	-1	-1	2	1.5	2	-1	nt	-2.5	-2
O=C(c1cn(Cc2ccccc2)nc1-c1cccnc1)N1CCN(Cc2c(F)cccc2Cl)CC1	-2	nt	-2	3	-1.9	3	-1	-0.1	4.7	0
CO/N=C/c1cc([N+](=O)[O-])ccc1Sc1ccc(C)cc1	4	30	-9	2	0.9	5	0	-14	0.7	13
CCN(Cc1ccccc1)S(=O)(=O)c1cn(C)cn1	-1	-9	-18	1	0.5	2	-4	nt	2.3	11
COC(=O)COc1ccccc1C(=O)Nc1ccc(OC)cc1	1	-6	-6	-1	-0.2	5	1	nt	-0.5	10
Cc1nonc1NC(=O)c1ccc(Cl)c(S(=O)(=O)N2CCCCC2)c1	2	-5	0	3	-1.3	5	11	-1.6	0.4	5
CCOC(=O)c1ccc(NS(=O)(=O)c2cc3c4c(c2)CCN4C(=O)CC3)cc1	-1	nt	-2	17	-2.5	-1	-1	0.4	1.8	-10
C=CCOc1c(CNC2CCCC2)cc(Cl)cc1OC	-2	8	-11	-10	0.2	22	9	-0.8	-2.6	-6
CC(C)C[C@H](NC(=O)NCc1ccc(Cl)cc1)C(=O)O	1	10	10	-8	-1.5	17	-7	0.4	-1.1	1
Cc1cccc(C)c1NC(=O)CS(=O)CC(=O)NCC1OCCc2ccccc21 (stereo not drawn)	1	-5	2	-8	-0.8	9	-3	nt	-1.0	7
O=C1C(c2ccc(F)cc2)N(C2CCCCC2)C(=O)CN1C1CCCC1 (stereo not drawn)	-2	31	-13	4	-2.5	-11	2	-0.1	-0.2	1
CC(C)C(c1nnnn1Cc1cccs1)N1CCN(C(=O)c2ccco2)CC1 (stereo not drawn)	0	26	4	1	0.1	-1	8	nt	0.9	10
CC1Cc2ccccc2N1C(=O)COc1cccc(-n2cnnn2)c1 (stereo not drawn)	5	23	7	-14	-0.2	1	1	4.5	-0.7	9
Cc1cc(=O)[nH]c(SCC(=O)Nc2ccc(C(=O)O)cc2)n1	0	-8	-7	-13	1.1	7	-4	-2.2	-8.2	1
CC1CCCC(C)N1C(=O)COc1ccc([N+](=O)[O-])cc1Cl (stereo not drawn)	0	-21	5	3	-1.0	3	-1	nt	-1.1	-2

Screening data from PubChem.
